# Bioassay records: PubChem, The Scripps Research Institute Molecular Screening Center
# rat GALR2 ag: activates the rat galanin receptor 2; cell-based GALR2 agonist screen; activation, % at 10 µM; 0.5% of 16,000 active; O08726; in the data active means activation above about 15%
# Luminol counter: quenches luminol chemiluminescence in Nox1 counter-screen; HRP/luminol/H2O2 chemiluminescence counterscreen; inhibition, % at 6.7 µM; 0.4% of 16,000 active; AID 1823; further: reference of the scale not given here
# NOTCH agonist: agonists of NOTCH signaling | NOTCH signaling luciferase reporter cells, luminescence | activation, % at 2.5 µM | 0.4% of 15,000 active | AID 434982; in the data active means activation above about 2.2%
# KOR antag MB: antagonists of human kappa opioid receptor OPRK1, Maybridge library | P41145 | OPRK1 cells, antagonist mode, fluorescence readout | inhibition, % at 9 µM | 0.4% of 16,000 active | AID 652031; in the data active means inhibition above about 50%
# Target sequence (P41145 whole entry, looked up): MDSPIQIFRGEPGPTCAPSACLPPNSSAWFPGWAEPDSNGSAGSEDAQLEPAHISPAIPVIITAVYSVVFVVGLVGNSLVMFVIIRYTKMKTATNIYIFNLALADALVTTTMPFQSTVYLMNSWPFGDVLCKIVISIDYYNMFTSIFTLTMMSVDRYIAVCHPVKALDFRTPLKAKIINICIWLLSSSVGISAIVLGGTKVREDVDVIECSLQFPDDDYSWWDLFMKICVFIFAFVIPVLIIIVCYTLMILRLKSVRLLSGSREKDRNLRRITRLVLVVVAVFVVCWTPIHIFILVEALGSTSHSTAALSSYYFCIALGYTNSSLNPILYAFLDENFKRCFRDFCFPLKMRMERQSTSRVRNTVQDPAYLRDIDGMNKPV
# Nox1 inhibitor: inhibitors of human NADPH oxidase 1 (Nox1); Q9Y5S8; HT29 cells, luminol chemiluminescence ROS; inhibition, % at 6.7 µM; 0.81% of 16,000 active; AID 1792
# Target sequence (Q9Y5S8 whole entry, looked up): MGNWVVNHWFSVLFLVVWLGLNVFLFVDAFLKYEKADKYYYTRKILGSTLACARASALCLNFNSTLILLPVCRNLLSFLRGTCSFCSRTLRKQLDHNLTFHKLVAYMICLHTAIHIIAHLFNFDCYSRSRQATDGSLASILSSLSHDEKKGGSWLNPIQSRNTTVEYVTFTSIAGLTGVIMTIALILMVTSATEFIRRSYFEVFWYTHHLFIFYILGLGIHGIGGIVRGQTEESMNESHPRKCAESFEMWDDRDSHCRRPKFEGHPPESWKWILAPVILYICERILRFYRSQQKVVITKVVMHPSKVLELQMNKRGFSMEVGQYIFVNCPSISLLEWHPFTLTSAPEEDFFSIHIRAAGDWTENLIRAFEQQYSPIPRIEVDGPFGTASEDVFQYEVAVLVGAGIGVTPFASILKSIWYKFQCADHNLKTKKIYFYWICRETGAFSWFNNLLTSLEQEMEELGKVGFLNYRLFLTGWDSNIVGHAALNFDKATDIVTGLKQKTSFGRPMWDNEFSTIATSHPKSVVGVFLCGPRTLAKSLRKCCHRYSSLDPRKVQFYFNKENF
# PME-1 Maybridge: Maybridge compound blocking human PME-1 | inhibition, % at 9 µM | recombinant PME-1, FP-Rh probe fluorescence polarization | 0.5% of 16,000 active | Q9Y570; in the data active means inhibition above about 30%
# S1P1 agonist: S1P1 (human) receptor agonism. P21453. S1P1 agonist cell-based reporter assay. activation, % at 4.5 µM. 1.5% of 16,000 active; in the data active means activation above about 80%
# TLR4-MyD88 inh: TLR4-MyD88 interaction inhibition. O00206. Cell-based TLR4-MyD88 binding inhibition assay. inhibition, % at 10 µM. 0.06% of 16,000 active. AID 811; in the data active means inhibition above about 45%
# * marks the source's active call; other numbers are inactive results; / = not tested or not shown. Unless noted, no stated cut-off is given here; in the data, active means inhibition above about 75%; inactive means the rest.
SMILES,rat GALR2 ag,Luminol counter,NOTCH agonist,KOR antag MB,Nox1 inhibitor,PME-1 Maybridge,S1P1 agonist,TLR4-MyD88 inh
COC(=O)CCN1CCc2cc(N=Nc3ccc(C(F)(F)F)cc3)ccc21,-9.1,17.7,-0.3,15.2,8.4,4.6,99.2*,3.3
O=C(NNC(=O)c1ccc2nonc2c1)Nc1ccc(Cl)cc1,-6.5,36.6,0.2,6.3,-55.1,-2.6,11.5,-2.6
ON/C=N/c1nnc(C(F)(F)F)s1,-2.2,-4.0,-0.1,18.7,80.3*,1.8,4.3,2.4
O=C(c1ccccc1)c1cnc2ccccn2c1=O,-2.9,-3.9,-0.5,12.8,19.7,6.5,-6.6,1.5
O=C(Nc1ccccc1)Nc1ccc(Oc2cccc(C(F)(F)F)c2)nc1,-6.4,0.0,-0.5,-0.4,-23.5,-80.3,86.7*,2.3
O=C(C1CCCCC1)N1CC(=O)N(CCc2ccccc2)C(=O)C1,-3.4,0.1,-0.4,0.9,-67.7,1.6,0.3,4.5
Cc1csc(Nc2ccc(F)c(Cl)c2)[n+]1C(C)C,-10.3,1.3,-0.3,4.1,-30.5,1.7,3.7,-2.6
COc1ccc(OC)c(NC(=O)C(=O)NC2CC(C)CC(C)(C)C2)c1 (stereo not given),-8.6,2.1,0.0,20.6,-13.0,-3.1,18.8,-0.5
c1ccc(CNc2ncnc3nc[nH]c23)cc1,-10.0,1.7,-0.9,3.9,-64.7,-3.5,8.5,-1.5
Cc1ccc(-n2c(N)n[nH]c2=S)cc1,-1.3,21.3,-0.4,9.6,53.7,2.8,-1.5,1.0
COc1ccc(C(=O)NC2CCS(=O)(=O)C2)cc1 (stereo not given),-3.7,-0.3,-0.7,5.9,-26.2,4.0,-5.2,3.1
COc1ccccc1N1CCN(C(=O)C(C)Nc2ccccn2)CC1 (stereo not given),0.3,-0.5,0.0,3.7,-48.0,0.9,4.0,4.7
Cc1ccc(S(=O)(=O)Nc2cc(C(C)(C)C)sc2C(N)=O)cc1,-5.8,-4.6,0.3,19.5,3.4,6.6,-20.6,6.4
Cc1nc(COc2ccc(/C(N)=N/O)cc2)cs1,-1.5,-1.4,-5.1,-1.5,-49.4,2.7,-2.9,1.6
Cc1nccc2[nH]c(=O)c(C#N)cc12,-2.5,-2.1,-0.5,-6.8,-39.1,2.5,-9.9,0.4
O=C(c1cccc(C(F)(F)F)c1)c1cc2cc(Cl)ccc2oc1=O,2.8,1.0,-0.4,-18.1,-62.9,-1.0,58.2,1.7
COc1ccc(NC(C)=O)c(NCc2cc(OC)c(OC)c(OC)c2)c1,-4.7,-0.3,-0.5,-2.3,-33.3,0.9,-15.8,0.7
N#CCC(=O)c1ccccc1[N+](=O)[O-],-3.8,3.9,0.0,13.9,-33.0,1.2,-0.8,-2.9
CCOC(=O)C(=CNc1cc(C)ccc1[N+](=O)[O-])C(=O)OCC,-2.8,-0.8,-0.3,-3.7,0.5,3.1,-20.6,10.3
CCCCC#Cc1cncc(C(=O)N/N=C/c2ccccc2)c1,-8.6,-0.9,0.4,5.7,3.5,-5.8,-8.1,-91.6

# Part of the list above, showing only PME-1 Maybridge:
structure	PME-1 Maybridge
Cc1nccc2[nH]c(=O)c(C#N)cc12	2.5
O=C(c1cccc(C(F)(F)F)c1)c1cc2cc(Cl)ccc2oc1=O	-1.0

# (cont.)
SMILES,rat GALR2 ag,Luminol counter,NOTCH agonist,KOR antag MB,Nox1 inhibitor,PME-1 Maybridge,S1P1 agonist,TLR4-MyD88 inh
O=C(Nc1ccc(Cl)cc1OC(F)(F)F)c1ccco1,-5.2,2.6,-0.2,23.8,-25.0,-1.9,3.3,-2.8
O=C(NCc1ccc2c(c1)OCO2)C1CCN(C(=O)OCc2ccccc2)CC1,-8.1,0.8,-0.3,5.1,-32.4,-1.1,-14.5,5.3
Nc1nnc(-c2ccc([N+](=O)[O-])o2)s1,-7.8,4.2,0.1,-5.7,-40.0,0.7,-0.7,-2.2
Cc1csc2c(=O)n(CCN3CCSCC3)c(=O)[nH]c12,-4.0,2.5,-0.1,-6.7,-18.9,-1.3,3.4,-4.3
N#Cc1cnc(-c2ccncc2)nc1-c1cccs1,-7.6,-1.3,0.0,-0.1,10.5,1.4,-16.2,8.5
Cc1cc(C)c(C=C2C(=O)CCCC2=O)[nH]1,-6.0,17.5,-0.8,-0.8,-15.8,-12.0,-14.1,-2.1
CC(C)(CC(=O)O)CC(=O)N1CCN(c2ncccc2C#N)CC1,-7.3,1.8,/,-0.7,-1.2,4.0,-16.8,-9.2
Cn1c(SCC(=O)NCc2ccccc2)nnc1-c1ccc2nonc2c1,-5.6,1.8,-0.3,-3.0,-26.8,-3.1,-6.1,-6.6
FC(F)(F)c1cccc(N2CCN(C3=Cc4ccccc4CC3)CC2)c1,-6.9,-3.6,-0.2,8.2,-58.7,6.2,27.9,-0.2
COc1ccc(S(=O)(=O)Nc2ccsc2C(C)=O)cc1,-5.6,-5.8,0.2,2.1,-3.4,4.1,4.3,-7.8
COC(=O)C(C(C(=O)OC)N1CCOCC1)N1CCOCC1 (stereo not given),-2.1,0.3,-0.1,8.7,-4.6,0.8,1.2,3.2
Cc1cc(C)cc(NC(=S)NCCCNC(=O)OC(C)(C)C)c1,-8.7,3.0,-0.5,-1.1,-61.3,-3.7,7.7,-1.9
O=c1cc(-c2cc3ccccc3o2)oc2ccccc12,-4.7,-3.8,-0.4,10.2,-1.6,-7.4,1.7,3.6
O=C(Nc1cc(C(F)(F)F)ccc1OCC(F)(F)F)C(Cl)(Cl)Cl,-6.5,-5.7,-0.2,-2.6,34.4,2.7,-1.1,-5.5
CN(C(=O)c1ccc(F)cc1)c1nc(-c2ccc(Cl)s2)cs1,10.1,-2.5,-0.5,13.8,-23.9,-0.7,1.6,/
O=C(O)CSCC(=O)Nc1cccc(F)c1C(=O)O,-5.8,-5.8,-0.2,-6.7,-10.8,3.8,-4.1,-1.9
NC(=NC(=O)CCn1c(=O)oc2ccccc21)c1cc(Cl)cc(Cl)c1,-4.3,0.3,-0.4,-2.4,-28.1,-1.9,-6.6,-2.8
CC1C(=O)N(C)c2ccc(S(=O)(=O)N3CCOCC3)cc21 (stereo not given),-3.9,-2.7,-0.5,-10.8,-29.6,-0.4,1.2,-2.5
CNC(=O)c1ccccc1Sc1ccccc1COC(C)=O,-5.5,-5.3,-0.4,13.3,26.4,12.7,0.3,-3.1
Cc1oc(C(C)(C)C)cc1-c1cc(N)n(C)n1,-5.3,1.0,-0.7,0.7,-14.8,-1.9,-4.4,9.5
CCCC(CC(=O)O)(C(=O)O)c1ccccc1 (stereo not given),-4.2,2.5,-0.5,17.9,-28.2,-1.7,-2.6,4.0
CC(=N\Nc1c(Cl)cc(Cl)cc1Cl)/C(=N\O)C(=O)Nc1ccccc1,0.8,9.7,-0.3,21.5,-64.3,-3.4,-4.2,2.8
COC(=O)Cc1nc(Nc2ccccc2)sc1C,-8.1,1.2,-0.3,5.8,38.9,7.3,5.9,-4.4
CCOC(=O)C1CCN(S(=O)(=O)c2ccc3oc4ccccc4c3c2)CC1,-9.8,-4.5,/,7.1,-25.0,0.5,2.8,-0.7
Cc1csc(NC(=O)Nc2ccc(C(F)(F)F)cc2)c1Cl,-12.4,2.2,-0.1,9.0,-41.3,8.4,78.3,/
S=c1nccc(-c2cccs2)[nH]1,-3.4,0.4,-1.0,4.3,-42.9,-0.6,2.4,14.7
c1ccc(-c2ccccn2)nc1,-4.9,1.5,-0.3,2.2,-36.8,-1.1,-1.5,9.4
CC1(C)CCc2cc(S(=O)(=O)NCc3ccc(S(N)(=O)=O)cc3)ccc2O1,-4.6,2.6,-1.0,-13.7,-9.6,-3.0,10.2,-2.0
Cc1cc(-c2onc(C)c2C(=O)Sc2cccc(C(F)(F)F)c2)no1,-5.8,1.0,-0.6,5.2,-37.2,1.7,2.1,1.8
CC1(C)CSC(=NC2CCCCC2)N1,0.1,3.8,-0.4,10.5,-65.2,-4.0,9.7,-0.7
O=C(Nc1ccc(-c2nc3ccccc3s2)cc1)c1cccc2c1OCCCO2,-5.3,3.2,/,-0.3,2.7,-4.3,-15.1,-3.7
N#C/C(=C\Nc1ccccn1)C(=O)c1ccccc1,0.9,3.5,-0.5,8.1,-41.9,-0.9,5.7,-0.3
CNC(=O)NNC(=O)c1csc(Cc2c(Cl)sc3ccc(Cl)cc23)n1,-2.9,7.6,0.3,-14.7,-18.8,-2.4,-10.8,-9.8
Cc1ccc(S(=O)(=O)NC(=O)Nc2ccc3c(c2)C(=O)OC3)cc1,-6.4,-0.9,-0.8,1.3,-19.3,1.4,-1.4,4.2
O=c1[nH]nc(SCc2csc(-c3ccccc3)n2)n1Cc1ccco1,-3.5,3.5,-0.5,14.2,-59.4,-2.0,21.1,3.9
Cc1cc(C)nc(N/C=C(\C#N)S(=O)(=O)c2ccc(Cl)cc2)n1,-7.7,2.8,0.6,-24.6,-15.2,-0.1,2.8,-13.0
CC(=O)Nc1ccc(C2CCCCC2)cc1,-7.5,-1.9,0.7,-0.2,12.7,2.3,-3.9,5.8
Cn1c(=O)c([N+](=O)[O-])c(O)c2c(=O)n(-c3ccccc3)c(=O)n(-c3ccccc3)c21,0.6,3.7,-0.2,-2.1,-57.8,-8.6,19.5,2.4
CCCCCCC#Cc1cncc(NC(=O)N2CCN(c3ccccc3)CC2)c1,-3.5,-2.7,-0.3,11.6,12.4,1.9,2.0,-1.4
Cc1ccccc1NC(=O)NCc1ccccc1,-4.4,-1.4,-0.3,13.3,-22.6,-0.6,16.0,8.0
CCc1ccc(C(=O)N2CCN(c3ccc(F)cc3)CC2)cc1,-3.6,-4.8,-0.3,8.5,-8.1,6.3,10.2,-5.0
O=C(O)/C=C/C(=O)NN=C(c1ccccc1)c1ccccc1,-8.9,6.0,0.1,4.9,-59.5,-2.0,-2.3,8.1
Cc1cc(=O)n2c(nc3ccccc32)[nH]1,-6.8,0.9,-0.6,5.1,-43.8,-0.6,2.3,2.9
COc1ccc(-c2nc(-c3ccccn3)no2)cc1OC,-3.1,1.2,-4.6,-8.8,-10.7,-0.6,34.1,-7.7
Cc1ccc(S(=O)(=O)OC2C3CCCC2CN(C)C3)cc1 (stereo not given),-3.5,1.8,0.0,-5.5,-25.6,-0.5,1.3,6.5
O=c1c(Cl)c(N2CCOCC2)cnn1-c1c(Cl)cc(C(F)(F)F)cc1Cl,-3.2,1.5,-0.5,-29.2,-42.4,0.4,-10.3,-1.6
Cc1[nH]c(=S)c(C#N)c(C)c1N=Nc1ccccc1,-0.7,2.2,-0.4,-5.1,-63.0,2.2,-7.1,-0.1
COc1ncnc2c1sc1ncccc12,-1.3,0.6,0.0,-0.9,-66.2,0.0,-21.4,-7.3
O=C(CSc1ccc([N+](=O)[O-])cn1)Nc1ccc(F)cc1F,-8.3,1.4,-0.4,0.3,-58.1,-3.1,3.7,3.6
COCCCNC(=O)/C(C#N)=C/N(C)C,-6.0,-8.3,0.1,-10.7,12.8,6.8,-6.2,2.6
Cn1c(Cn2c3ccccc3c3ccccc32)nnc1Sc1ncccc1[N+](=O)[O-],-8.0,-6.7,-0.1,-15.8,5.4,7.2,39.0,-16.7
Cc1c(C)c(C)c(CSCC(=O)NNC(=S)NC2CC3C=CC2C3)c(C)c1C (stereo not given),-7.5,16.1,0.1,-2.5,-56.8,1.6,-36.2,-12.5

# Part of the list above, reformatted.
Structure	rat GALR2 ag	Luminol counter	NOTCH agonist	KOR antag MB	Nox1 inhibitor	PME-1 Maybridge	S1P1 agonist	TLR4-MyD88 inh
COC(=O)CCN1CCc2cc(N=Nc3ccc(C(F)(F)F)cc3)ccc21	-9.1	17.7	-0.3	15.2	8.4	4.6	99.2*	3.3
O=C(NNC(=O)c1ccc2nonc2c1)Nc1ccc(Cl)cc1	-6.5	36.6	0.2	6.3	-55.1	-2.6	11.5	-2.6
ON/C=N/c1nnc(C(F)(F)F)s1	-2.2	-4.0	-0.1	18.7	80.3*	1.8	4.3	2.4
O=C(c1ccccc1)c1cnc2ccccn2c1=O	-2.9	-3.9	-0.5	12.8	19.7	6.5	-6.6	1.5
O=C(Nc1ccccc1)Nc1ccc(Oc2cccc(C(F)(F)F)c2)nc1	-6.4	0.0	-0.5	-0.4	-23.5	-80.3	86.7*	2.3
O=C(C1CCCCC1)N1CC(=O)N(CCc2ccccc2)C(=O)C1	-3.4	0.1	-0.4	0.9	-67.7	1.6	0.3	4.5
Cc1csc(Nc2ccc(F)c(Cl)c2)[n+]1C(C)C	-10.3	1.3	-0.3	4.1	-30.5	1.7	3.7	-2.6
COc1ccc(OC)c(NC(=O)C(=O)NC2CC(C)CC(C)(C)C2)c1 (stereo not given)	-8.6	2.1	0.0	20.6	-13.0	-3.1	18.8	-0.5
c1ccc(CNc2ncnc3nc[nH]c23)cc1	-10.0	1.7	-0.9	3.9	-64.7	-3.5	8.5	-1.5
Cc1ccc(-n2c(N)n[nH]c2=S)cc1	-1.3	21.3	-0.4	9.6	53.7	2.8	-1.5	1.0
COc1ccc(C(=O)NC2CCS(=O)(=O)C2)cc1 (stereo not given)	-3.7	-0.3	-0.7	5.9	-26.2	4.0	-5.2	3.1

# Compounds were not picked by outcome (roughly 4.8% active in at least one column).
